# LmPK inh: inhibitors of Leishmania mexicana pyruvate kinase; Potency, µM (top dose mostly 57.5 µM), for inactives: at the highest dose activity change, negative = inhibition, most hits filed as inhibitors; purified LmPK, Kinase-Glo ATP luminescence, 1 h; AID 1721; 290,000 compounds, 0.37% hits; Q27686; note: potency is the fitted concentration of half-maximal effect
# Target sequence (Q27686 whole entry, looked up): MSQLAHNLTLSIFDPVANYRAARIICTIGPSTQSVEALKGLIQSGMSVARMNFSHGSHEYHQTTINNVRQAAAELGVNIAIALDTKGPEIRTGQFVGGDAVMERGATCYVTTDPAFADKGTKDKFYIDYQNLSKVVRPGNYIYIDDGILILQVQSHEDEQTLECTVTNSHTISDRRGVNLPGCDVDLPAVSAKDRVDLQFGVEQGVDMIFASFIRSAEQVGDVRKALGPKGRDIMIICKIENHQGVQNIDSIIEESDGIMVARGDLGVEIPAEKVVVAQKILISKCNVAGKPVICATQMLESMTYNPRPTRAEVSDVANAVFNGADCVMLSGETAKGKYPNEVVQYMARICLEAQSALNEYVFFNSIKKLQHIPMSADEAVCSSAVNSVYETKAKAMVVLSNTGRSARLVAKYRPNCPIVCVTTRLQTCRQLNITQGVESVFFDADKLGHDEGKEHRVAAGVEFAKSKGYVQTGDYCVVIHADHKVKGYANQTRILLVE
#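 0.1 nM LmPK, 0.5 mM PEP, 0.1 mM ADP; 50 mM imidazole pH 7.2, 7 mM MgCl2, 50 mM KCl; 1 h RT. Kinase-Glo luminescence readout, normalized to no-enzyme (full inhibition) and uninhibited wells.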
# TbPYK inhibitor: T. brucei pyruvate kinase inhibition. Potency, µM (doses to about 76.8 µM), without a hit: at the top dose activity, negative = inhibition, usual class: inhibitors. TbPYK enzyme, Kinase-Glo Plus ATP luminescence, 45 min. Q57TT1. 410,000 compounds, 0.12% hits; note: potency is the fitted concentration of half-maximal effect; nearly all actives have a fitted effect of over 50% in size
#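 Enzyme and substrate buffer are dispensed first and compound is pin-transferred. ADP at 130 uM final then starts the reaction, which runs 45 min at room temperature. Detection reagent is added for 10 min before luminescence is imaged.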
# AmpC inh no detg: blocks E. coli AmpC beta-lactamase in detergent-free assay. P00811. AmpC nitrocefin hydrolysis, absorbance 480 nm, 0.0001% Triton. Potency, µM (doses to about 57.1 µM), inactives show at the highest dose activity change, negative = inhibition, most hits filed as inhibitors. 330,000 compounds, 0.52% hits;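 note: potency is the fitted concentration of half-maximal effect; plate controls were no compound for no effect and no enzyme for full effect; nearly all actives have a fitted effect of over 20% in size; some results filed as inactive show a strong effect at the top dose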
# Target sequence (P00811 whole entry, looked up): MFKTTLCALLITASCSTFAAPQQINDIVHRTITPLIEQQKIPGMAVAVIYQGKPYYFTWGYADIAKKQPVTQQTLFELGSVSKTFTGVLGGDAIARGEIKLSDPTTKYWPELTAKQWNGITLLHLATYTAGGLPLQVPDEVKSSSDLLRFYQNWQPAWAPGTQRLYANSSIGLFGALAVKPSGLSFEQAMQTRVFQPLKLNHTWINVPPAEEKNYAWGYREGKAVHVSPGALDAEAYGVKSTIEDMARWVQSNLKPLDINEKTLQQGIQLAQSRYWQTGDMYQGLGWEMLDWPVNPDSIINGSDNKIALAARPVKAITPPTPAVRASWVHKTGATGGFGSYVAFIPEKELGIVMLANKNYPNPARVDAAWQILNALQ
#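 AmpC (5.3 nM in the dispensed reagent) in 20 mM phosphate pH 7.0 with 0.01% (detergent screen) or 0.0001% Triton X-100 was preincubated with compounds for 15 min at room temperature. Nitrocefin was then added from an 800 uM solution, and hydrolysis was followed at 480 nm.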
# HCMV antiviral: human cytomegalovirus inhibition; AID 1259415; activity change, negative = inhibition, % at 57.5 µM; 410,000 compounds, 4.5% hits; HFF cells, HCMV-luciferase reporter, 72 h; stronger effect = lower value; in the data active = activity change below about -60%; inconclusive = no clear call, values can overlap the other calls; inactive = above about -39%
#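 Two-dose cell screen: HFF monolayers treated with compounds and infected with luciferase-expressing HCMV at 1 PFU/cell, 72 h at 37C, then lysed for luciferase measurement.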
# AMA1-RON2 inh: inhibitors of Plasmodium falciparum AMA1-RON2 interaction; AlphaScreen AMA1-biotinylated RON2 peptide binding; Potency, µM (highest dose often 58.2 µM), for the others: top-dose activity change, negative = inhibition, most hits filed as inhibitors; 360,000 compounds, 0.2% hits;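 note: potency is the fitted concentration of half-maximal effect; 0% = vehicle wells and -100% = peptide control; nearly all actives have a fitted effect of over 45% in size; some results filed as inactive show a strong effect at the top dose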
#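 AMA1 (3D7) with his tag at 25 nM final met compounds first, then biotinylated RON2 peptide at 25 nM; detection used donor plus acceptor beads, 10 µg/mL apiece, read by AlphaScreen after 30 min at room temperature.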
# Sm TGR block: inhibitors of Schistosoma mansoni thioredoxin glutathione reductase; AID 485364; purified TGR, DTNB reduction, TNB absorbance 405 nm; Q962Y6; Potency, µM (titrated, usually from 114 µM), without a hit: at the top dose activity change, negative = inhibition, hits mostly inhibitors; 360,000 compounds, 3% hits; note: potency is the fitted concentration of half-maximal effect; nearly all actives have a fitted effect of over 60% in size
#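 First, TGR (20 nM dispensed) and NADPH were mixed with compound. Second, a 15 min room-temperature incubation followed. Third, further NADPH and then DTNB were added to start the reaction. Finally, TNB absorbance was monitored kinetically.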
# AmpC detergent: blocks E. coli AmpC beta-lactamase in detergent assay; AmpC hydrolysis of nitrocefin, absorbance 480 nm, 0.01% Triton; Potency, µM (top dose mostly 114 µM), inactives show at the top dose activity change, negative = inhibition, actives largely listed as inhibitors; 370,000 compounds, 0.041% hits; AID 485294;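 note: potency is the fitted concentration of half-maximal effect; 0% = no-compound wells and -100% = no-enzyme wells; nearly all actives have a fitted effect of over 25% in size; some results filed as inactive show a strong effect at the top dose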
#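 20 mM phosphate pH 7.0 + 0.01% (detergent screen) or 0.0001% Triton X-100; 5.3 nM AmpC reagent; cpd preinc 15 min RT; nitrocefin (800 uM stock) to start; A480 q20 s × 4 min; Activity was normalised to no-enzyme and no-compound control wells.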
# * = called active by the depositor; u = inconclusive; x = no result given; & = joins results of further samples; [ ] = another dose, or the depositor's remark. Unless noted, calls come from the whole dose curve; as a rule, active = well fitted curve in the direction sought with a large enough effect; inconclusive = small, poorly fitted or top-dose-only effect, or another doubt; inactive = no such curve, though single readings can be large; an effect the other way counts as inactive or inconclusive. Unless noted, % is set by controls: 0 for no effect and ±100 for the full control effect.
SMILES,LmPK inh,TbPYK inhibitor,AmpC inh no detg,HCMV antiviral,AMA1-RON2 inh,Sm TGR block,AmpC detergent
CC(C)NS(=O)(=O)c1ccc(NC(=S)NC(=O)c2ccc(-c3ccccc3)cc2)cc1,0%,-5%,-37%,-19,47%[activator],-32%,4%
CCN(c1ccccc1)S(=O)(=O)c1cccc(C(=O)NCC(c2ccco2)N2CCCC2)c1 (stereo not given),-5%,-4%,96%[activator],-33,-2%,u,u
COc1c2c(nc3ccccc13)OC(C(C)(O)CO)C2 (stereo not given),-5%,-5%,-13%,26,3%,-2%,u
C=CCN(c1ccccc1)S(=O)(=O)c1cccc(C(=O)N2CC(C)CC(C)C2)c1 (stereo not given),2%,-4%,101%[activator],-85*,-1%,-2%,-13%
CCOC(=O)C(CC)n1nc(C)n2c(cc3occc32)c1=O (stereo not given),2%,2%&-5%,-1%,u,-8%,-3%&10%,14%&0%
O=C(CSc1nc2ccccc2[nH]1)NCc1ccc(F)cc1,3%,-16%,-24%,-31,8%,1%,8%
CCOC(=O)c1c(C)n(CCN2CCN(C)CC2)c2ccc(OC)cc12,0%,2%,47%,x,-24%,-3%,1%
Cc1ccc(S(=O)(=O)n2ccc3c(OCCOCCSCC(NC(=O)OC(C)(C)C)C(=O)O)cccc32)cc1 (stereo not given),11%,2%,148%[activator],-2,-2%,-20%,-5%
Clc1ccc(-c2cn3c(n2)CCC3)cc1,-22%,4%,-5%,0,-5%,-8%,u
S=c1[nH]c2ncccc2o1,3%,-5%,-21%,35,16%,-12%,-2%
CCOc1ccc(N(CC)C(=O)c2cn(CC)c(=O)c3cc(OC)c(OC)cc23)cc1,7%,1%,64%[activator],x,59%[activator],-8%,-9%
N#Cc1cnc(SCC(=O)NNC(=O)COc2cccc3ccccc23)nc1N,1%,-9%,-8%,55,60%[activator],-3%,-12%
O=C(CSc1ncccn1)Nc1ccc(S(=O)(=O)N2CCCCC2)cc1,-2%,-7%,-10%,-28,8%,-15%,4%
O=C1CCCCCN1CP(=O)(O)CCc1ccccc1,5%,2%,-5%,29,3%,u,-4%
O=C(NC(Cc1ccccc1)C(=O)O)c1ccccc1 (stereo not given),7%,4%,-16%,15,2%,3%,4%
O=C1OCc2ccc(NC(=O)C3CCCCC3)cc21,-1%,2%,-6%,-5,7%,4%,0%
COc1ccccc1NC(=O)c1cc(S(=O)(=O)N(C)C2CCCCC2)ccc1F,x,1%,x,-23,x,12%,8%
Nc1ccc2nn(-c3ccc(Cl)cc3)nc2c1,-13%,4%,-26%,22,17%,6%,-1%
Cc1ccc(C)c(CSc2cn(CCNC(=O)c3ccccc3F)c3ccccc23)c1,x,4%,x,-27,x,6%,0%
CC(Oc1ccccc1)C(=O)Nc1c2c(nn1-c1ccccc1)CS(=O)(=O)C2 (stereo not given),3%,-13%,-15%,31,7%,3%,7%
CCOC(=O)C1CCC(CN(Cc2ccc(Cl)cc2)S(=O)(=O)c2ccc(Br)cc2)CC1 (stereo not given),x,-1%,x,-2,x,3%,0%
COc1ccccc1C(=O)Nc1ccc(S(=O)(=O)Nc2nc(C)cc(C)n2)cc1,x,-2%,x,0,x,-1%,-6%
CC(C)c1cccc(OCC(=O)Nc2ccc(S(=O)(=O)Nc3ccccn3)cc2)c1,4%,0%,-52%,-26,18%,-11%,-3%
C/C(=N\Nc1ccccc1)c1c(O)n(Cc2ccccc2)c(=O)[nH]c1=O,-3%,-2%,-25%,6,-8%,-29%,-14%
Cc1c(/C(O)=C2/C(=O)C(=O)N(CCN3CCOCC3)C2c2ccco2)cnn1-c1ccccc1 (stereo not given),x,1%,x,u,10%,x,x
O=C(c1cc(COc2ccc3c(c2)CCCC3)on1)N1CCCC1,0%,x,48%,36,x,0%,3%
COc1ccccc1CNS(=O)(=O)c1cccc(S(=O)(=O)N2CCOCC2)c1,-3%,9%,-1%,47,0%,-2%,-15%
COc1cccc(C2c3c(oc4ccc(Cl)cc4c3=O)C(=O)N2c2cc(C)on2)c1OC (stereo not given),-1%,-2%,-16%,-25,2%,-3%,u
CCOc1ccc(C2CC(=O)c3c([nH]c(C(=O)OCC4CCCCC4)c3C)C2)cc1 (stereo not given),x,-1%,x,6,x,-1%,-3%
COc1ccccc1CN(Cc1cc2cc(C)cc(C)c2[nH]c1=O)Cc1nnnn1CC1CCCO1 (stereo not given),3%,2%,3%,7,0%,1%,1%
Cc1ccc(S(=O)(=O)N2CCCCC2)c2nsnc12,-5%,-3%,-16%,-3,0%,7%,-14%
Cc1cc2nc(-c3cccc(NC(=O)CSc4ccc(Cl)cc4)c3)oc2cc1C,x,3%,x,53,x,2%,-1%
Cn1c(=O)c2c(nc(Oc3ccccn3)n2C)n(C)c1=O,3%,x,1%,x,x,-1%,-18%
CC(=O)C1=C(NC(=O)c2ccccc2F)C[C@@H]2[C@H]1C2(C)C,10%,-5%,-12%,-4,-2%,u,-1%
O=S(=O)(c1cccc(C(F)(F)F)c1)N1CCC(CO)(CCCc2ccccc2)CC1,0%,-6%,74%[activator],-5,0%,14%,-27%
C=C(C)CNC(=O)c1ccc2nc(Cc3ccc(OC)cc3)oc2c1,-9%,-6%,9%,103,1%,-5%,u
COc1ccc(-c2cc(C)no2)cc1S(=O)(=O)N1CCCCC1,-2%,4%,-1%,0,-10%,1%,-5%
CCC(C)NC(=O)CCS(=O)(=O)c1ccc2c(c1)n(C)c(=O)c(=O)n2C (stereo not given),2%,-2%,40%,-6,-3%,u,-7%
N=C1N(c2ccccc2)C(=S)C(=Nc2ccccc2)N1c1ccccc1,x,-21%,x,45,7%,x,x
CC(=O)c1cccc(NC(=O)CSc2nc(N3CCCCC3)nc(N3CCCCC3)n2)c1,2%,-2%,-13%,u,12%,2%,-2%
CC(O)[C@H]1CN=C(N)N1CCc1cc(C(F)(F)F)cc(C(F)(F)F)c1 (stereo not given in full),2%,2%,-3%,-5,2%,3%,-3%
Cc1ccc(Nc2ccccc2)nn1,-5%,-5%,-7%,41,9%,7%,u
CSCCC(NS(=O)(=O)c1ccc2c(c1)OCCO2)C(=O)N(C)Cc1ccccc1F (stereo not given),x,2%,-2%,-23,-11%,-3%,u
Cc1cc(Cl)ccc1NS(=O)(=O)c1c(C)[nH]c(=O)[nH]c1=O,-3%,-11%,-13%,-17,-1%,-6%,-1%
CCOc1ccc(S(=O)(=O)N(C)CC(=O)NCc2ccccn2)cc1Cl,-2%,-6%,39%,45,16%,1%,u
CN(C)c1ccc(CSc2ccccc2)cc1,x,-4%,x,20,8.9µM*,x,x
COc1cc(C=C2C(=O)c3ccccc3C2=O)cc(OC)c1,0%,-13%,-24%,14,-1%,1%,-10%
CN(C)c1nnnn1-c1ccc(Cl)cc1,0%,2%,-12%,-37,-1%,-4%,-7%
OC(CNC1CCCCC1)C(F)(F)F (stereo not given),4%,5%,-8%,-5,6%,10%,-5%
COc1ccc(-n2nc3c(c2NC(=O)Cc2cccc(C)c2)CS(=O)C3)cc1 (stereo not given),12%,3%,1%,0,-2%,u,-2%

# Six compounds picked at random from those above:
SMILES,LmPK inh,TbPYK inhibitor,AmpC inh no detg,HCMV antiviral,AMA1-RON2 inh,Sm TGR block,AmpC detergent
CN(C)c1nnnn1-c1ccc(Cl)cc1,0%,2%,-12%,-37,-1%,-4%,-7%
COc1ccc(-n2nc3c(c2NC(=O)Cc2cccc(C)c2)CS(=O)C3)cc1 (stereo not given),12%,3%,1%,0,-2%,u,-2%
COc1cc(C=C2C(=O)c3ccccc3C2=O)cc(OC)c1,0%,-13%,-24%,14,-1%,1%,-10%
CCOc1ccc(S(=O)(=O)N(C)CC(=O)NCc2ccccn2)cc1Cl,-2%,-6%,39%,45,16%,1%,u
CC(O)[C@H]1CN=C(N)N1CCc1cc(C(F)(F)F)cc(C(F)(F)F)c1 (stereo not given in full),2%,2%,-3%,-5,2%,3%,-3%
CN(C)c1ccc(CSc2ccccc2)cc1,x,-4%,x,20,8.9µM*,x,x

# Further results.
SMILES,LmPK inh,TbPYK inhibitor,AmpC inh no detg,HCMV antiviral,AMA1-RON2 inh,Sm TGR block,AmpC detergent
CCOc1ccc(C(C)=O)cc1CSc1nnc(-c2ccncc2)n1CCOC,2%,-11%,25%,11,-6%,-2%,3%
Cc1n[nH]c(C)c1N=Nc1ccc(Br)cc1,-2%,0%,12%,59,-9%,-2%,-1%
Cc1ccccc1NC(=S)Nc1ccc(Br)cc1,-1%,5%,-26%,-20,-11%,-22%,u
CC1CCCC(NC(=O)COC(=O)CCC(=O)c2cccs2)C1C (stereo not given),x,3%,28%,-20,-6%,x,x
COc1ccc(C(=O)OC2C[C@H]3CC[C@H](C2)N3C)cc1OC (stereo not given in full),x,-3%,-18%,31,-4%,-4%,-25%
Cc1ccc(Oc2c(C=O)c3ccccc3n2C)cc1,5%,-4%,-34%,-39,0%,6%,-4%
Cc1ccc(S(=O)(=O)N[C@H](C(=O)OCC(=O)N2N=C(c3ccc(Cl)cc3)CC2c2ccco2)C(C)C)cc1 (stereo not given in full),5%,-4%,0%,82,-6%,-10%,-9%
O=S1(=O)N=C(Nc2ccc(O)cc2)c2ccccc21,2%,4%,-19%,-10,22%,-8%,-12%
COC(=O)c1cn(CCOc2ccccc2OC)c2ccccc12,-3%,4%,-4%,-2,2%,3%,u
N#Cc1cc(-c2ccccc2)nc(Oc2ccc(Cl)cc2)n1,0%,-10%,-9%,-19,13%,2%,u
CNc1ccc([N+](=O)[O-])cc1,x,-8%,-11%,23,-4%,2%,5%
Cc1ccc(NC(=O)C2CCCN2C(=O)OC(C)(C)C)cc1C (stereo not given),0%,1%,10%,-28,-3%,-13%,-10%
Cc1ccc(OCC(=O)O/N=C(\N)c2ccncc2)cc1C,-7%,-5%,10%,20,10%,3%,1%
C=CCS(=O)(=O)N1CCCC(N(C)CCc2ccc(OC)c(OC)c2)C1 (stereo not given),0%,-10%,10%,-7,0%,-27%,-5%
O=C(Nc1ccc2c(c1)CCC2)c1cccc(S(=O)(=O)N2CCN(c3ccc(F)cc3)CC2)c1,0%,13%,u,-40,-8%,6%,-7%
O=C(COC(=O)c1ccc(NC(=O)C2CC=CCC2C(=O)O)cc1)c1ccccc1 (stereo not given),2%,-1%,-27%,-17,-2%,11%,8%
CCCNC(=O)Cc1ncn[nH]1,-3%,-7%,-4%,-7,-21%,1%,5%
